Source: PubChem BioAssay (several laboratories)
hgDAF12 agonist: H. glycines DAF-12 receptor agonists, primary screen, cell-based, luminescence, HEK293, GAL4 fusion, UAS-luciferase; Nuclear hormone receptor DAF-12 (Heterodera glycines), GAL4 fusion; HEK293 GAL4-hgDAF12 UAS-luciferase reporter, agonist luminescence; normalized to butyrate control; activation, % at 6.8 µM; hit rate 1.8% among 370,000;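 active = activation above a cutoff set at the mean of all screened compounds plus 3 SD, cut at about 10% in these data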;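 also: 0% = DMSO wells and 100% = sodium butyrate wells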
ssDAF12 agonist: S. stercoralis DAF-12 nuclear receptor activators, primary screen, cell-based, luminescence, HEK293, GRIP1 co-expression, lit1-tk-luc. Nuclear hormone receptor DAF-12 (Strongyloides stercoralis). HEK293 ssDAF-12/GRIP1 lit1-tk-luc reporter; % of 3 µM dafachronic acid response. activation, % at 6.8 µM. hit rate 1% among 370,000. AID 652126, 2013;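 active = activation above the mean over all tested compounds plus 3 SD, cut at about 0.9% in these data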;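 also: 0% = DMSO-only wells and 100% = 3 µM delta7-dafachronic acid wells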
hcDAF-12 act: H. contortus DAF-12 nuclear receptor activators, primary screen, cell-based, luminescence, HEK293, lit1-tk-luc reporter | HEK293 hcDAF-12 lit1-tk-luc reporter; 0% DMSO, 100% Δ7-dafachronic acid | activation, % at 6.8 µM | hit rate 1.4% among 370,000 | AID 652067, 2013;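 active = activation above the mean of all tested compounds plus 3 SD, cut at about 5.5% in these data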;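 also: 100% = response to 3 µM Δ7-dafachronic acid high control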
DAX1 inh-1: DAX1 (NR0B1) inhibitors, primary screen, cell-based, HEK293, Gal4-DAX1, luciferase luminescence; HEK293 Gal4-DAX1 luciferase reporter; inhibition, % at 6.75 µM; hit rate 0.99% among 340,000; AID 504766, 2011;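 active = inhibition above the mean over all tested compounds plus 3 SD, cut at about 4.2% in these data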;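 also: 0% = DAX1-transfected cells with DMSO and 100% = empty-vector control cells with DMSO; inhibition shows as a rise in luminescence from relieved DAX1 repression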
GAA850 FXN act: FXN promoter activators, primary screen, cell-based, luciferase luminescence, HEK293 lucGAA850 | HEK293 lucGAA850 FXN promoter luciferase reporter, 24 h; percent of 10 µM SAHA response | activation, % at 6 µM | hit rate 0.56% among 360,000;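 active = activation above the average of all compounds screened plus 3 SD, cutoff fixed separately per campaign, cut at about 7.5% in these data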;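 also: 0% = DMSO wells and 100% = 10 µM SAHA wells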
SMARCA2 activ: SMARCA2 (BRM) function activators, primary screen, cell-based, luminescence, high throughput; activation, % at 9.1 µM; hit rate 1% among 370,000; MG213 cells, MMTV-luciferase reporter, dexamethasone, overnight; AID 652017, 2013; in the data active = activation above about 7.8%;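 also: 0% = vehicle wells and 100% = reference activator wells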
proKLK7 act: proKLK7 zymogen activators, primary screen, biochemical, fluorescence intensity. hit rate 0.9% among 370,000. AID 652039, 2013. Kallikrein-7 (Homo sapiens), P49862. purified proKLK7, EDANS-DABCYL substrate fluorescence; 100% is mature enzyme control, 0% vehicle. activation, % at 7 µM;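 active = activation above the mean of all tested compounds plus 3 SD, computed per campaign excluding outliers beyond control limits, cut at about 13% in these data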
NPR1 activator: GC-A stimulated cGMP production enhancers – HEK293 GC-A cells, cGMP TR-FRET, EC30 ANP, primary screen; Atrial natriuretic peptide receptor 1 (Homo sapiens), P16066; 0% at EC30 ANP, 100% saturating ANP; activation, % at 10 µM; hit rate 0.14% among 370,000; AID 1671463, 2021; in the data active = activation above about 40%
Target sequence (P16066 whole entry, looked up): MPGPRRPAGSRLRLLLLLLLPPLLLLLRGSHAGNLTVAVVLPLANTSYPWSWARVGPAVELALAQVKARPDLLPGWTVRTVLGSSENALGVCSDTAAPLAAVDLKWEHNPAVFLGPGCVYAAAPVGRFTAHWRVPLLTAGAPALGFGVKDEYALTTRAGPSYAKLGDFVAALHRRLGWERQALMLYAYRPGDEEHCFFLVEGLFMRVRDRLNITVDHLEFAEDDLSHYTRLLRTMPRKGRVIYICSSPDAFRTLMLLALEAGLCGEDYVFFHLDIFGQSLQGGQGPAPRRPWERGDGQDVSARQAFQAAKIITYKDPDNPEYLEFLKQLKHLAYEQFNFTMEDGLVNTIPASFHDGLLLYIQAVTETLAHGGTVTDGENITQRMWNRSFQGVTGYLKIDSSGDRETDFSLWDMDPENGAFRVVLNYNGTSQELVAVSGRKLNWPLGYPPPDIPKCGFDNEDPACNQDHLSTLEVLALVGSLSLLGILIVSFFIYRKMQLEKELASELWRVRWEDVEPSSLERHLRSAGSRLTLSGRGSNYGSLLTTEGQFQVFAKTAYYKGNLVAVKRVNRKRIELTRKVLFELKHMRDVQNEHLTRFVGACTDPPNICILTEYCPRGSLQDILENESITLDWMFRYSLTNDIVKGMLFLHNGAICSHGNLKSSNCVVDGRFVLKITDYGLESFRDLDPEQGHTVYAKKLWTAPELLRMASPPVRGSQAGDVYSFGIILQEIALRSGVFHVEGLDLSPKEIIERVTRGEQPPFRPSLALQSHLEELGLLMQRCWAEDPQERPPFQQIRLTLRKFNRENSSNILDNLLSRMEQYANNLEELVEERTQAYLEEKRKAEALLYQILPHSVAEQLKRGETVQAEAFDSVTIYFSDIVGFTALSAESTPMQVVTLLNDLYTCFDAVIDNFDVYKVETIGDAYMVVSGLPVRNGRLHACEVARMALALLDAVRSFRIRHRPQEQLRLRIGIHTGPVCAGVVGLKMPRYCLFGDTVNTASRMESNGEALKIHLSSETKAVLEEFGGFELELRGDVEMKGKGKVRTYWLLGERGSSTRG
DAX1 inh-2: DAX1 (NR0B1) inhibitors on StAR promoter, primary screen, cell-based, luminescence, SF-1 (NR5A1), full-length DAX-1. AID 652010, 2013. inhibition, % at 6.8 µM. hit rate 1.1% among 370,000. HEK293T StAR-luciferase reporter, SF-1/DAX-1 repression relief;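 active = inhibition above the mean over all tested compounds plus 3 SD, cut at about 3.6% in these data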;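 also: 0% = DAX-1 cells with DMSO and 100% = cells lacking DAX-1 with DMSO; higher inhibition means more luminescence from relief of DAX-1 repression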
HGIII-sPLA2 inh: human group III sPLA2 inhibitors, primary screen, biochemical, QFRET, BODIPY PC-A2 liposome substrate | Group 3 secretory phospholipase A2 (Homo sapiens), Q9NZ20 | QFRET BODIPY PC-A2 liposome hydrolysis, fluorescence | inhibition, % at 12.2 µM | hit rate 0.56% among 370,000;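 active = inhibition above mean plus 3 SD of compounds lying within the high and low control bounds, cut at about 19% in these data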;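 also: 0% = median of test compound wells and 100% = no enzyme DMSO wells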
GC-B act: human GC-B receptor activators, primary screen, HEK293 GC-B cells, cGMP TR-FRET, EC30 CNP; Atrial natriuretic peptide receptor 2 (Homo sapiens), P20594; activation, % at 10 µM; 0% at EC30 CNP, 100% saturating CNP; hit rate 0.11% among 370,000;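 active = activation at 10 µM reaching about 35% in either raw or pattern-adjusted values, limit read from the data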
Starred values were filed as active, the others as inactive; nt = no result given.

SMILES	hgDAF12 agonist	ssDAF12 agonist	hcDAF-12 act	DAX1 inh-1	GAA850 FXN act	SMARCA2 activ	proKLK7 act	NPR1 activator	DAX1 inh-2	HGIII-sPLA2 inh	GC-B act
CSc1cccc(NC(=O)C(C)Sc2ccc(C)cc2)c1 (stereo unspecified)	0.2	-0.9	-0.4	0.2	-0.2	0.5	-0.1	1.0	-1.1	-14.6	-0.1
COc1ccc(NC(=O)CSc2n[nH]c(-c3ccncc3)n2)cc1Cl	0.9	-0.6	1.4	0.0	0.8	-0.7	-0.3	-4.6	0.7	3.2	-15.0
COc1ccc(S(=O)(=O)Nc2c3ccccc3nc(=O)n2-c2ccccc2)cc1	2.0	-0.8	0.1	0.7	1.2	0.4	-12.7	-3.9	-0.8	-7.5	-3.5
COc1cccc(OCC(O)CN2CCN(C)CC2)c1 (stereo unspecified)	2.1	-0.9	-0.5	0.5	1.4	-1.8	-0.1	6.8	0.0	6.0	9.0
O=C(CCC1CCCCC1)Nc1cccc(C(=O)Nc2ccc(C(=O)O)cc2)c1	2.6	-0.9	-1.9	3.8	1.9	3.0	0.6	2.2	1.1	-11.2	2.4
Cc1ccccc1OCC(=O)NC(C)c1ccccc1 (stereo unspecified)	-2.5	-0.9	-3.5	0.7	-0.7	-0.8	0.2	1.8	-0.7	-2.1	0.9
O=C(COc1coc(CN2CCN(c3ccc(F)cc3)CC2)cc1=O)NC1CCCC1	-1.4	-1.2	0.6	-1.4	0.3	-4.5	-0.2	1.6	0.6	14.1	-1.4
CC(=O)NCCC1CCN(c2nc3nonc3nc2N(C)Cc2ccccc2)CC1	0.5	-0.9	-0.2	2.4	-1.4	-3.5	-0.3	2.5	-0.1	13.6	0.7
S=C(NCc1ccccn1)Nc1ccc(Br)cc1Cl	5.6	0.0	1.3	5.6*	3.6	0.6	-0.5	2.2	1.8	8.0	-1.0
CC(=O)Nc1nc(-c2ccc3c(c2)OCO3)cs1	12.2*	-0.5	3.2	0.9	3.4	0.5	0.1	17.2	2.0	11.1	-1.7
CCOc1ccccc1NC(=O)CCn1ccnc1	2.4	-1.0	-1.5	-0.6	0.7	-2.5	-0.6	-0.6	-0.2	1.5	0.5
Cc1ccc(OCCNc2ccc(C(F)(F)F)cc2[N+](=O)[O-])cc1	0.3	-1.4	0.3	0.0	2.2	-0.2	0.6	0.2	-0.6	-5.8	-0.4
COc1cccc(-c2c(C(=O)N/N=C/c3ccco3)nnn2-c2nonc2N)c1	1.6	-1.1	0.4	3.1	-0.6	-3.9	-0.3	3.8	-0.5	-9.3	-3.7
CCS(=O)(=O)N1CCN=C1SCc1ccccc1	-2.4	-1.3	0.0	-0.5	-0.6	-1.9	-0.7	3.4	1.0	9.8	1.7
N=c1c(C(=O)NC2CCCCC2)cc2c(=O)n3ccccc3nc2n1Cc1ccco1	-0.1	-1.3	-1.7	2.5	-2.7	-0.3	0.8	0.1	-0.2	7.2	0.6
O=C(Nc1cccc(S(=O)(=O)Nc2ccccc2F)c1)c1ccco1	-1.1	-1.5	-0.5	-0.5	-0.3	-3.6	-0.3	5.2	-1.0	-6.5	1.0
COc1nccc(C(F)(F)F)c1C(=O)Nc1ccc(Cl)cc1	-0.6	-0.4	2.2	-0.5	1.0	-3.1	0.3	4.2	-0.8	4.8	-8.2
COc1ccc(OCc2n(CC(=O)OC3CC(C)CCC3C(C)C)c3ccccc3[n+]2C)cc1 (stereo unspecified)	-2.9	-1.7	-1.5	-2.3	-1.5	-4.3	1.0	-15.2	-0.9	-175.6	-9.0
O=S1(=O)N=C(Oc2ccccc2)c2ccccc21	-0.5	-1.5	1.9	3.6	2.3	-1.5	0.7	3.8	0.4	2.9	5.5
COc1cccc(NC(=S)N2CCN(S(C)(=O)=O)CC2)c1	-0.4	-1.3	1.2	0.5	0.5	-1.8	-0.2	2.7	1.2	9.7	2.6
CC(NC(=O)/C(C#N)=C/c1cn(-c2ccccc2)nc1-c1ccc(F)cc1)c1ccccc1 (stereo unspecified)	-0.3	-1.1	0.1	0.2	2.6	-3.5	0.6	-6.2	-0.3	9.1	-3.3
Cc1[nH]c(=O)[nH]c(=O)c1CSc1nnc([C@@H](NC(=O)OC(C)(C)C)C(C)C)o1	-1.4	-1.2	0.7	1.4	-0.8	-3.8	0.0	1.4	-0.1	4.2	2.1
CN(C)c1ccc(P(=O)(OCc2ccccc2)C(O)c2ccncc2)cc1 (stereo unspecified)	-1.4	-0.1	-0.6	-1.0	5.6	1.9	-0.3	5.7	0.2	8.0	5.5
C1=C(c2cn(-c3nc4ccccc4s3)nn2)CCCC1	20.4*	0.6	11.9*	nt	nt	6.0	-0.1	-2.1	11.5*	-4.0	1.3
O=C(Nc1ccccc1O)c1cccc(S(=O)(=O)N2CCOCC2)c1	1.3	-0.8	0.6	-0.9	1.9	-0.6	-0.5	2.8	-0.1	-0.6	-2.8
O=C(NC1CCCC1)C(=O)N(Cc1cccnc1)C(C(=O)NC1CCCC1)c1ccco1 (stereo unspecified)	-1.3	-1.3	-0.1	0.5	-0.1	-1.6	-0.1	0.6	0.7	8.5	1.9
CN1CCC(OC(=O)c2cccc(Br)c2)CC1	2.1	-0.7	0.1	0.4	-3.1	-3.2	0.1	4.5	0.1	3.9	2.0
Nc1nc(SCC(=O)N2CCCc3ccccc32)n[nH]1	-1.1	-1.0	-0.5	0.8	3.9	3.0	-0.5	-1.0	1.7	-10.1	-3.1
COc1cccc(N/C(SCc2cccc([N+](=O)[O-])c2)=C(/C#N)C(N)=O)c1	0.7	-1.3	0.9	-0.5	-0.7	0.5	0.4	-15.1	0.3	-19.7	0.6
O=C(Cn1nnc2ccccc2c1=O)N[C@@H](Cc1ccccc1)C(=O)O	-1.3	-0.3	-1.9	0.2	2.9	-2.4	0.5	-0.4	0.3	-0.3	2.5
O=C(NCCNC(=O)c1cnccn1)c1cccc(Cl)c1	2.2	-0.6	-1.2	-1.2	0.0	-3.4	-0.1	-2.4	0.1	-0.5	3.4
CN(C(=O)CCl)C1CCCc2ccccc21 (stereo unspecified)	2.1	0.3	0.8	-2.1	-4.9	-2.3	0.1	-1.0	0.1	3.9	1.7
CCOc1cc(/C=C2\SC(N)=NC2=O)ccc1O	0.5	-1.2	-1.4	2.5	1.8	-0.5	0.2	-7.6	-0.5	-1.4	-2.9
C/C(=N/OCC(=O)NCCCCCCNC(=O)CO/N=C(/C)c1cccs1)c1cccs1	-2.5	-1.8	-3.5	-0.2	-0.5	-0.3	0.2	-9.2	-0.3	-2.0	-1.4
O=C(Nc1ccon1)Nc1ccc(Cl)cc1Cl	4.2	-1.7	-3.0	-0.1	1.4	-1.3	0.1	-0.5	-1.5	-4.7	-4.7
CCOC(=O)CCc1c(C)c2ccc(OC(C)C(=O)OCC)c(C)c2oc1=O (stereo unspecified)	1.0	-1.5	-0.4	2.0	0.7	5.2	0.3	3.1	-0.4	-11.2	1.2
Cc1ccc(C(=O)Nc2ncc(C)s2)s1	17.4*	0.3	6.8*	-2.2	0.3	4.1	0.2	-1.4	2.4	4.0	-2.0
O=C(CSC1=NCCS1)NC1CCCCC1	-1.5	-1.2	-1.8	-0.6	-1.0	0.6	0.0	1.6	0.2	3.1	3.2
CCc1c(C#N)c(=O)[nH]c(=O)n1-c1ccccc1	-0.4	-2.2	-1.0	-0.2	-0.4	-2.3	-0.2	1.0	-0.2	0.5	2.2
CCCC1CCC2(CC1)CCC2OC(=S)Nc1ccc(Br)cc1 (stereo unspecified)	0.5	-1.4	-0.8	nt	nt	nt	nt	-0.1	nt	-3.2	-4.5
CCN(CC)CC(O)Cn1c(-c2cccc(Cl)c2)nc2cc(C)c(C)cc21 (stereo unspecified)	2.0	-0.7	1.8	4.2*	2.3	0.4	0.8	0.0	0.6	-1.0	-1.1
COc1cc(C(=O)NCCCc2nc3ccccc3n2Cc2cc(C)ccc2C)cc(OC)c1OC	1.4	-1.4	-0.3	-0.1	-2.8	-2.0	0.3	-3.3	-0.2	1.0	0.5
c1ccc2c(C3OCC4(CCCC4)CO3)cccc2c1	1.1	-0.8	-0.1	1.3	1.6	-0.3	0.7	-4.9	2.5	5.4	-3.0
CCN1CCCC1CNC(=O)c1ccc(Sc2ccc(F)cc2)c([N+](=O)[O-])c1 (stereo unspecified)	-0.4	-1.9	-0.9	-0.9	0.2	1.2	-0.8	0.4	1.6	-4.4	4.6
Cc1cccc(OCC(=O)NCC(c2ccco2)N2CCCC2)c1 (stereo unspecified)	0.4	-0.9	0.1	-0.1	1.7	1.8	-0.6	-1.6	0.4	-0.8	3.2
CCc1nccn1C(=O)c1cnn2c(C(F)F)cc(-c3ccc(C)cc3)nc12	0.6	-2.0	-1.9	-2.0	-1.9	-0.2	3.1	3.9	0.9	6.1	0.3
CC1CC(OCC(O)CN2CCN(Cc3ccccc3)CC2)CC(C)(C)C1 (stereo unspecified)	0.4	-1.2	-1.7	-0.5	3.5	2.7	-0.1	1.4	0.4	1.4	4.1
CCOC(=O)Cc1cnc(NC(=O)CSc2nc(C)c(CC)c(=O)[nH]2)s1	2.3	-0.9	-0.3	-0.5	2.0	1.6	0.3	4.0	0.8	-2.1	-2.9
O=c1nc2c(-c3ccccc3F)n[nH]n2c2ccccc12	6.1	0.2	3.2	0.5	6.0	5.7	-6.2	-1.5	1.2	3.5	-7.7
CC(C)(C)CN1CCNC[C@H]1Cc1ccc(O)cc1	-0.4	-1.5	-0.7	-0.7	1.6	0.8	-0.3	3.6	-1.0	2.5	8.6
Cc1ccc(C)c(C(C)NC(=O)C2CCCO2)c1 (stereo unspecified)	-0.5	-0.7	-1.9	-1.9	0.6	-1.7	0.0	-3.7	0.1	-2.9	-1.2
O=C(Nc1ncc2c(n1)-c1ccccc1CC2)c1cccc(Cl)c1	0.3	-2.1	-0.7	-0.9	-2.9	0.7	-0.2	1.3	-2.1	1.9	-5.0
C=CCSc1nnc(-c2cnn(-c3ccccc3)c2-n2cccc2)n1C	0.8	-1.0	0.8	-1.2	-0.6	0.2	-0.6	-2.1	0.5	9.1	4.8
